Source: PubChem BioAssay
LYPLA2 counter: blocks human lysophospholipase 2, a PME1 counter-screen | recombinant LYPLA2, FP-Rh probe fluorescence polarization | inhibition, % at 5.9 µM | hit rate 0.38% among 320,000;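 active = inhibition above the screen-wide mean plus 3 SD, limit set per campaign, cut at about 26% in these data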;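 note: 0% = LYPLA2 with DMSO and 100% = wells lacking LYPLA2 enzyme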
Target sequence (O95372 whole entry, looked up): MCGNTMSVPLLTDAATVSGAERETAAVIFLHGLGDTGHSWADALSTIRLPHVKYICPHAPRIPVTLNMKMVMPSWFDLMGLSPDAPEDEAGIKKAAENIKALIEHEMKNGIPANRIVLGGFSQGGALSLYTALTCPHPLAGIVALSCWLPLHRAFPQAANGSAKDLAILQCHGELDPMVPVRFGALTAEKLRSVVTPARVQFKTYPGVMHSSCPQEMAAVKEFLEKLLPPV
PAFAH1B2 inh: PAFAH1B2 (human) inhibition; P68402; recombinant PAFAH1B2, FP-rhodamine activity probe, fluorescence polarization; inhibition, % at 3.39 µM; hit rate 1.2% among 340,000;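 active = inhibition above the mean of all tested compounds plus 3 SD, cut at about 24% in these data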;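 note: 0% = enzyme with DMSO and 100% = wells lacking PAFAH1B2; many of its hits are not listed in these tables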
Target sequence (P68402 whole entry, looked up): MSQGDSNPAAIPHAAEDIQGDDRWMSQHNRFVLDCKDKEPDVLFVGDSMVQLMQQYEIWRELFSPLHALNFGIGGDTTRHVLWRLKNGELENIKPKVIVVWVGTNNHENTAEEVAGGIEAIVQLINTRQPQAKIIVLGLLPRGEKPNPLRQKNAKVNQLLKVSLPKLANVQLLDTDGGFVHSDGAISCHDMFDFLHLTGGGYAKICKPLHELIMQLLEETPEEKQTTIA
PME-1 primary: blocks human protein phosphatase methylesterase 1; Q9Y570; recombinant PME-1, FP-Rh probe fluorescence polarization; inhibition, % at 5.9 µM; hit rate 0.53% among 320,000; AID 2130;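 active = inhibition above the campaign mean of all compounds plus 3 SD, cut at about 26% in these data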;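 note: competitive labeling of PME-1 active site by serine hydrolase directed probe; 0% = PME-1 with DMSO and 100% = wells lacking PME-1 enzyme; inhibitors block probe labeling so polarization falls and inhibition rises; many of its hits are not listed in these tables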
PAFAH1B3 inh: blocks human PAF acetylhydrolase 1B catalytic subunit 3 | recombinant PAFAH1B3, FP-rhodamine probe, fluorescence polarization | hit rate 0.28% among 340,000 | inhibition, % at 3.39 µM | AID 492972;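 active = inhibition above the screen-wide average of all tested compounds plus 3 SD, cut at about 25% in these data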;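 note: 0% = enzyme with DMSO only and 100% = wells lacking PAFAH1B3 protein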
Target sequence (Q15102 whole entry, looked up): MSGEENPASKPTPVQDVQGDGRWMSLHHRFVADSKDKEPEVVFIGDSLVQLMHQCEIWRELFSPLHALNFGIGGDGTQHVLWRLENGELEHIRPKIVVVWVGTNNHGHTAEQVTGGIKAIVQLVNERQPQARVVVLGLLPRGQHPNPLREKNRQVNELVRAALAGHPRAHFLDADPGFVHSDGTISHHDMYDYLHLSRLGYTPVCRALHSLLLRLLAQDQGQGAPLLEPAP
pPAFAH inh: pPAFAH (human) enzyme inhibition; Q13093; recombinant pPAFAH, FP-rhodamine probe fluorescence polarization; inhibition, % at 3.39 µM; hit rate 1.5% among 330,000; AID 463082;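 active = inhibition above the mean inhibition across the screen plus 3 SD, cut at about 25% in these data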;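 note: inhibitors block binding of the rhodamine activity-based probe so polarization drops; 0% = enzyme with DMSO and 100% = wells lacking pPAFAH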
LYPLA1 inh: blocks human lysophospholipase 1, a PME1 counter-screen; O75608; recombinant LYPLA1, FP-Rh probe fluorescence polarization; inhibition, % at 5.9 µM; hit rate 0.16% among 320,000; AID 2174;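 active = inhibition above the mean of all tested compounds plus 3 SD, set per campaign, cut at about 14% in these data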;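 note: inhibitors block serine hydrolase probe labeling of LYPLA1 so polarization falls; 0% = enzyme with DMSO and 100% = wells lacking LYPLA1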
Target sequence (O75608 whole entry, looked up): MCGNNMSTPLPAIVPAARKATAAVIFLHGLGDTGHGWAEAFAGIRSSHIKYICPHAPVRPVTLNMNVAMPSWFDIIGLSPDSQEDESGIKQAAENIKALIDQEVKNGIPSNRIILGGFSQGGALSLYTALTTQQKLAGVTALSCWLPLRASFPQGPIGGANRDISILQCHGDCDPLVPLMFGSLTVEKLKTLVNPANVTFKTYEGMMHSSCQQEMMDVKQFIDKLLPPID
PREPL inh: inhibits the human prolyl oligopeptidase-like enzyme; Q4J6C6; recombinant PREPL, fluorescence polarization activity-based probe; inhibition, % at 5.96 µM; hit rate 0.68% among 320,000; in the data active = inhibition above about 43%;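 note: 0% = enzyme with DMSO and 100% = wells lacking enzyme; many of its hits are not listed in these tables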
GSTO1 inh: counter-screen for RBBP9 inhibitors: inhibitors of human GSTO1 | P78417 | hit rate 1.1% among 300,000 | inhibition, % at 5.96 µM | recombinant GSTO1, activity-based probe fluorescence polarization;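 active = inhibition above the campaign mean inhibition plus 3 SD, cut at about 35% in these data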;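 note: 0% = GSTO1-1 with DMSO and 100% = wells lacking GSTO1-1 enzyme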
PAD4 FP inh: inhibitors of human PAD4; inhibition, % at 6.36 µM; Q9UM07; hit rate 0.41% among 330,000; recombinant PAD4, RCA probe fluorescence polarization; AID 485272;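 active = percent inhibition above a cutoff equal to the mean of all tested compounds plus 3 SD, cut at about 15% in these data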;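 note: 0% = PAD4 with RCA probe and DMSO and 100% = probe without PAD4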
* = called active by the depositor; · = no result given; & = joins results of further samples. Not all compounds are listed (hit frequency here may not be typical).

canonical_smiles	PAD4 FP inh	PAFAH1B3 inh	LYPLA2 counter	pPAFAH inh	GSTO1 inh	PME-1 primary	PAFAH1B2 inh	PREPL inh	LYPLA1 inh
O=C(NC1CCCC1)c1cccc2c1C(=O)c1ccc(N3CCCCC3)cc1S2(=O)=O	1.1	-2.8	-9.1	-1.0	·	-3.7	-2.6	1.7	-5.5
O=S(=O)(NCCc1cn2ccccc2n1)c1cccs1	1.2	2.2	0.4	1.4	5.2	-3.0	-0.1	-1.3	0.8
CC(C)NC(=O)Nc1ccc2c(c1)C(=O)N([C@H](C)CO)C[C@H](C)[C@@H](CN(C)S(=O)(=O)c1cn(C)cn1)O2	-0.2	5.8	·	-2.4	·	·	5.8	3.6	·
O=C(Cc1cccs1)Nc1ccc(-c2nnc(-c3ccco3)o2)cc1	-2.6	-4.0	3.8	-0.5	-3.8	3.4	2.1	-2.5	-2.5
O=C(Cn1c(C(=O)OCCO)cc2ccccc21)c1ccccc1	4.2	7.3	4.6	1.4	3.6	-0.6	5.4	8.5	-0.3
O=C1CC(N2CCN(c3cccc(C(F)(F)F)c3)CC2)C(=O)N1c1ccccc1 (configuration not stated)	-0.6	8.5	24.2	-1.2	1.4	-0.6	5.7	6.4	4.1
CC1=NN(c2ccc(C(F)(F)F)cn2)C(=O)C1	-3.1	10.4	-0.1	6.2	44.2*	-5.0	4.2	2.0	3.4
O=C(CNc1ccc(Br)cc1)Nc1cccc(S(=O)(=O)N2CCCC2)c1	-3.7	2.0	-6.1	0.8	·	8.8	4.1	5.9	-3.8
Cc1cccc(C)c1NC(=O)c1c(-c2ccccc2)noc1C	-2.1	0.2	1.7	-7.7	-0.8	-10.6	7.2	12.1	-0.9
O=C(Nc1ccc2c(c1)OCCO2)C(c1ccc(F)cc1)N1CCCCC1 (configuration not stated)	-3.0	3.4	5.7	5.1	15.4	-2.5	3.7	-11.6	-2.9
Cc1ccc(NC(=O)c2cc(-c3ccc4c(c3)OCO4)on2)cc1	-3.3	0.5	5.5	4.3	5.4	0.4	2.9	-6.6	0.8
Cc1ccc(C(=O)Nn2cnnc2)cc1Cl	-1.2	4.6	-1.6	-1.2	-2.1	2.6	3.7	9.7	-0.6
CCOc1c(Cl)cc(C(=O)Nc2cccc(C(=O)O)c2)cc1Cl	-8.8	9.8	1.8	-6.3	1.3	-14.8	1.4	-0.3	-2.0
CCCCOc1ccc(C(=O)OC2CC(C)N(C)CC2C)cc1 (configuration not stated)	-5.0	2.0	0.1	-4.4	-7.0	-8.3	3.0	-1.7	-0.2
Cc1ccc(NC(=O)CCC(=O)N/N=C/c2cccs2)cc1C	-2.8	-0.4	-3.5	4.5	-0.5	2.5	0.7	1.8	3.6
CC(C)c1nc2ccccn2c1NC1CCCCC1	-1.2	-1.5	-1.6	-2.1	6.9	4.5	8.2	-2.7	0.7
CCCn1c(=O)c2ccccc2n2c(SCC(=O)Nc3cc(C)on3)nnc12	-6.5	4.5	1.3	-0.5	5.4	-5.8	1.8	-10.6	1.6
O=C(NCc1cccc(Br)c1)c1cc(-c2ccccc2)nn1CC1CC(c2cccc([N+](=O)[O-])c2)=NO1 (configuration not stated)	2.7	-19.6	-10.9	4.0	-16.8	-1.6	-13.0	-18.7	-7.7
COc1ccc(S(=O)(=O)NCc2cccnc2)cc1	2.5	4.2	-2.1	-3.1	2.1	0.8	0.1	11.6	-1.7
Cc1ccc(OCC(O)CN2CCN(c3ccccn3)CC2)c(C)c1 (configuration not stated)	-1.1	7.0	-4.2	4.8	1.0	-1.4	-0.7	-2.9	-3.5
O=C(CN1CCN(Cc2ccccc2F)C1=O)NC1CCCC1	-0.9	2.5	-0.2	2.9	-6.9	0.2	4.4	-0.1	-0.1
Cc1ccc(C(=O)Nc2nc(=O)[nH]s2)cc1	-0.2&2.0	-3.6&11.8	-1.4&-7.3	-5.7&9.6	-10.3&0.3	-7.0&-6.0	3.0&9.8	6.5&8.8	-4.2&0.4
O=C(NCCc1ccc(F)cc1)c1ccc2nccnc2c1	-9.2	4.8	0.2	12.9	·	-6.1	0.9	34.6	-4.8
O=C(O)c1cncc(SCc2ccccc2)n1	2.8	1.9	-4.3	2.6	7.5	-3.1	3.0	17.1	-3.8
N#Cc1nc(Cc2cccc3ccccc23)oc1NCc1ccc2c(c1)OCO2	-5.0	-0.4	-6.9	1.3	0.7	-5.5	7.4	-13.9	-9.4
CCOC(=O)CSc1n[nH]c(NS(=O)(=O)c2ccccc2C(F)(F)F)n1	-1.2	8.0	6.2	-0.6	1.7	11.4	7.0	2.2	1.0
Cc1nnc(NC(=O)c2ccccc2C(=O)O)s1	2.2	3.1	1.1	0.2	-0.3	-3.2	-0.3	2.4	3.7
CCOc1ccccc1NS(=O)(=O)c1c(C)[nH]c(C)c1C(=O)N1CCCCC1	-0.3	5.1	4.7	1.7	-2.1	-3.6	4.0	16.3	1.9
CC1Cn2c(COc3ccccc3)nnc2S1 (configuration not stated)	-3.2	4.7	5.4	-0.8	-1.7	-4.1	0.6	1.6	4.0
COCCOC(=O)C1=C(C)NC2=C(C(=O)CC(C)(C)C2)C1c1ccc(N(C)C)cc1 (configuration not stated)	-1.6	0.8	3.5	5.2	7.6	2.0	-0.8	2.5	2.9
Cc1ccc2cccc(NC(=S)NC(=O)c3c(Br)cnn3C)c2n1	-0.8	-2.7	-13.3	-0.8	-1.9	-4.4	-0.2	5.9	-7.9
CCn1cc(S(=O)(=O)NCCc2ccccc2OC)cn1	0.0	11.2	3.4	3.4	7.2	-2.8	-0.9	12.2	-1.9
CC(C)(C)C1CCC(=NNC(=O)C(=O)NCc2cccnc2)CC1 (configuration not stated)	2.7	8.5	5.0	3.5	1.8	0.1	3.8	-2.0	2.4
Cc1ccc(NC(=O)Nc2ccc3c(c2)N(C)C(=O)CS3)nc1	-5.2	3.0	-8.8	2.8	1.4	-1.5	4.5	18.2	-8.2
COc1ccc(C2(C)NC(=O)N(CC(=O)Nc3ccc4c(c3)OCO4)C2=O)cc1OC (configuration not stated)	-7.6	5.6	-2.0	5.7	6.1	-4.3	5.5	20.0	-3.8
O=C1CCC/C(=N/NC(=O)c2sc3ccccc3c2Cl)C1	-13.1	-18.9	-20.5	-2.7	9.9	-17.6	-5.0	-29.8	-11.1
O=C(OCc1nc2ccccc2s1)c1ccco1	0.3	12.4	5.3	4.9	1.8	-3.5	3.9	-13.2	1.7
CN(C)S(=O)(=O)c1ccc(NC(=O)CCCNC(=O)c2ccc(Cl)cc2)cc1	-3.0	7.0	7.0	2.2	2.3	2.4	16.1	10.7	0.2
O=C1[C@H]2[C@@H](C3CC3)N3C(=O)CN(CC4CC4)C(=O)[C@@]3(Cc3ccccc3)[C@H]2C(=O)N1c1ccccc1	-4.3	12.1	·	1.0	·	·	6.9	21.2	·
CCc1nnc(NC(=O)CCC(=O)NCc2ccccc2Cl)s1	-7.8	6.0	9.3	-1.8	-1.2	-3.5	0.7	12.4	-0.2
O=C(Cn1cccc1)N1CCN(c2ccc(F)cc2)CC1	1.3	7.8	-0.6	-0.3	-3.8	2.3	-4.9	7.1	-1.5
CCc1c(C)nc2[nH]nc(-c3ccccc3)n2c1=O	-6.6	0.5	-0.5	4.0	-15.8	-3.1	5.6	7.8	3.6
CC1(CC(=O)Nc2ccccc2)NC(=S)N(c2ccccc2)N1 (configuration not stated)	-3.4	1.7	-2.6	17.4	-6.8	1.9	-1.5	21.1	-1.4
Cc1c(NC(=O)COc2ncnc3ccccc23)c(=O)n(-c2ccccc2)n1C	2.6	2.9	8.6	-0.1	1.5	2.5	1.7	20.5	-4.4
COc1ccc(C(=O)Nc2cccc(C(=O)N3CCCC3)c2)cc1	-1.0	11.0	-0.5	3.1	5.1	2.1	10.0	-1.1	-0.3
O=C1COc2ccc(C(=O)CSc3nnc(NCc4ccccc4)s3)cc2N1	-6.0	-9.9	-11.7	-7.6	-3.5	-15.8	1.0	-7.4	-8.2
CC(=O)NO	2.8	·	1.5	-0.9	1.3	1.2	·	6.5	-3.2
O=C(c1cc(COc2cccc(C(F)(F)F)c2)on1)N1CCC(Oc2cccnc2)CC1	5.0	6.9	34.7*	3.1	0.8	7.6	2.1	6.5	39.6*
COc1ccc(/C=N/n2c(-c3n[nH]c4c3CCC4)n[nH]c2=S)cc1OC	1.0	8.9	2.6	3.2	-4.1	0.5	3.9	9.9	0.3
Cc1ccc(C)c(NC(=O)CN(C)C(=O)c2ccc(Cl)nc2)c1	0.2	8.6	-6.2	1.0	3.4	2.1	2.9	-2.2	-2.7
Nc1cc(C(=O)O)ccc1Nc1ccc(F)c(F)c1	5.0	18.3	0.3	18.9	-1.8	0.7	7.6	12.4	0.0
Cc1csc(NC(=O)CSc2nc(C(C)C)nc3c2c(=O)n(C)c(=O)n3C)n1	-0.5	-0.2	-3.8	-0.4	-1.7	0.8	-0.9	-10.3	-0.9
CC(C)CCC(CCNCc1ccccn1)c1ccc2c(c1)OCO2 (configuration not stated)	-0.8	0.6	5.6	1.7	1.1	4.2	4.5	17.9	4.9
O=C(CCl)Nc1cccc(S(=O)(=O)N2CCCCCC2)c1	3.1	6.8	5.9	-1.3	90.6*	-6.8	10.4	9.8	-1.9
COc1ccc(C)cc1NC(=O)CCC(=O)Nc1nnc(C2CCCCC2)s1	-0.3	-0.4	3.6	-0.7	-2.6	-8.2	4.9	-3.5	-0.6
O=C(Cn1cc2c(n1)CCCC2)NCc1cccc(Cl)c1	-0.9	6.1	-6.9	-2.6	9.7	-1.6	2.3	10.6	2.5
COC(=O)c1c(C)[nH]c(C(=O)OCc2ccc(F)cc2)c1C	0.3	2.7	-4.7	2.0	-6.0	-3.6	8.8	-12.6	-1.9
COc1ccc(N(C(=O)CNC(=O)c2cccs2)C(C(=O)NCC2CCCO2)c2ccc(OC)c(OC)c2)cc1 (configuration not stated)	-1.0	-3.8	2.4	0.3	9.6	3.1	3.9	9.3	1.4
CCCn1c(NC(=O)C2CCN(S(=O)(=O)c3cccs3)CC2)nc2ccccc21	2.2	11.4	0.1	3.3	-2.0	16.1	6.6	8.7	1.5
CCOC(=O)CN1C(=O)/C(=C/c2c(F)cccc2Cl)Oc2ccccc21	5.2	8.2	7.0	10.5	-3.2	-4.5	6.0	-17.3	-0.4

Additional compounds follow:
canonical_smiles	PAD4 FP inh	PAFAH1B3 inh	LYPLA2 counter	pPAFAH inh	GSTO1 inh	PME-1 primary	PAFAH1B2 inh	PREPL inh	LYPLA1 inh
O=C(NCCO)c1cc(-c2cc(C(=O)NCCO)c3ccccc3n2)nc2ccccc12	-7.8	0.2	1.6	5.6	-6.1	-1.1	-2.6	-3.3	3.6
Cc1nc(NC(=O)c2cccc(-c3cc4ccccc4oc3=O)c2)ccc1Br	-3.2	-25.4	-9.9	6.2	-0.1	-4.2	-13.3	6.3	-8.6
Cc1ccc(CNC(=O)CS(=O)(=O)c2ccccc2)cc1	-0.9	-6.9	-2.2	1.9	3.6	5.1	9.7	-4.2	-2.9
COc1ccc(C(=O)OCC(=O)Nc2ccc(Cl)cn2)cc1	1.3	0.9	-2.0	5.6	2.5	-2.2	2.5	5.2	-0.6
COCCn1nnnc1CN(CCc1ccccc1)Cc1cc2ccc(C)cc2[nH]c1=O	-1.2	3.3	5.2	3.5	6.2	-1.6	5.3	-33.8	2.2
COc1cccc(NC(=O)CN(C)C(=O)CNC(=O)c2sc3ccccc3c2Cl)c1	-3.8	3.5	-2.3	1.8	·	-8.3	1.9	11.9	-6.1
